IDE cell inh: human IDE inhibitors in live cells, primary screen, fluorescence polarization, HEK cells, FAbetaB substrate | actives 0.41% (n = 320,000) | FAbetaB cleavage | inhibition, % at 5.59 µM | Insulin-degrading enzyme (Homo sapiens), P14735;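 active = percent inhibition above the average of all tested compounds plus 3 SD, set per screening campaign, cut at about 16% in these data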;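 note: IDE supplied by intact live HEK cells; FP after avidin binding of uncleaved biotin substrate so inhibition keeps polarization high; 0% = DMSO wells and 100% = 60 µM reference IDE inhibitor Ii1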
M18AAP inhibitor: PfM18AAP inhibitors, malaria aminopeptidase, primary screen, biochemical, QFRET, recombinant enzyme | M18 aspartyl aminopeptidase (Plasmodium falciparum 3D7) | H-Glu-NHMec fluorogenic cleavage | inhibition, % at 7.35 µM | actives 1.2% (n = 290,000);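 active = inhibition above the campaign mean inhibition over all tested compounds plus 3 SD, cut at about 28% in these data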;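 note: 0% = plate median of test compound wells and 100% = 2 mM ZnCl2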
MEKK2 WT-MEK5: modulators of MEK5 binding to wildtype MEKK2, primary screen, biochemical, multiplex bead flow cytometry, Alexa488-MEK5; Alexa488-MEK5 binding to MEKK2 WT; actives lie on both sides; binding response (% of control), % at 10 µM; actives 1.1% (n = 290,000); in the data active = binding response below about 67% or above about 130%
NALP1 yeast inh: NALP1 inflammasome inhibitors in reconstituted yeast, colorimetric, S. cerevisiae, triplicate retest; S. cerevisiae NALP1/ASC/caspase-1 growth, X-gal OD620, 72 h; inhibition, % at 10 µM; actives 0.61% (n = 280,000); in the data active = inhibition mostly above about 24%, no sharp cut-off; inactive = mostly below about 32%; note: some compounds called inactive have numbers as strong as hits
UBC9 SUMO inh: inhibitors of in vitro SUMOylation cascade, primary screen, biochemical, HTRF, uHTS; HTRF SUMOylation assay, SAE1/SAE2 + UBC9; inhibition, % at 35 µM; actives 0.36% (n = 290,000); AID 2006, 2009; in the data active = inhibition above about 50%, passing the limit was not always enough; note: strong numbers were not always called active
MEKK2 mut-MEK5: MEK5 binding signal on mutant MEKK2 PB1, primary screen, biochemical, multiplex bead flow cytometry, Alexa488-MEK5 | actives 0.35% (n = 290,000) | percent response, % at 10 µM | Alexa488-MEK5 binding to MEKK2 mutant; in the data active = percent response above about 24%, passing the limit was not always enough; note: inactives centre near 1; some results filed as inactive read as strong as hits; reference of the scale not given here
MEKK3 PB1 HTS: modulators of MEKK3-MEK5 PB1 binding, primary screen, biochemical, wildtype MEKK3, multiplex bead flow cytometry, Alexa488-MEK5; binding response (% of control), % at 10 µM; actives 1.4% (n = 290,000); bead-based flow cytometry, Alexa488-MEK5 binding to MEKK3; actives lie on both sides; 0 = blocked by unlabeled MEK5, 100 = vehicle;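 active = binding response more than 3 SD above or below the average of its plate-row segment, actives on both sides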;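 note: Alexa488 bead fluorescence after subtracting the streptavidin-only scavenger bead signal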
IDE cell activ: human IDE activators in live cells, primary screen, fluorescence polarization, HEK cells, FAbeta-B substrate. Insulin-degrading enzyme (Homo sapiens), P14735. FAbeta-B cleavage; 0% vehicle, 100% cell-free pure enzyme wells. activation, % at 5.96 µM. actives 0.073% (n = 340,000);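 active = activation above the mean of all tested compounds plus 3 SD, set per screening campaign, cut at about 17% in these data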
p-CIP stab down: p/CIP-EGFP fusion destabilizers, primary screen, fluorescence, F442A cells; actives 0.01% (n = 290,000); AID 1984, 2009; 16 h; decrease of EGFP signal, % at 10 µM;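 active = EGFP signal decrease of at least 30% at 10 µM or well 3 SD below plate mean, unless failing retest; inactive = the rest, including hits failing retest or dose response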; note: some compounds called inactive have numbers as strong as hits; many of its hits are not listed in these tables
Target sequence (Q05BA5 1-1403): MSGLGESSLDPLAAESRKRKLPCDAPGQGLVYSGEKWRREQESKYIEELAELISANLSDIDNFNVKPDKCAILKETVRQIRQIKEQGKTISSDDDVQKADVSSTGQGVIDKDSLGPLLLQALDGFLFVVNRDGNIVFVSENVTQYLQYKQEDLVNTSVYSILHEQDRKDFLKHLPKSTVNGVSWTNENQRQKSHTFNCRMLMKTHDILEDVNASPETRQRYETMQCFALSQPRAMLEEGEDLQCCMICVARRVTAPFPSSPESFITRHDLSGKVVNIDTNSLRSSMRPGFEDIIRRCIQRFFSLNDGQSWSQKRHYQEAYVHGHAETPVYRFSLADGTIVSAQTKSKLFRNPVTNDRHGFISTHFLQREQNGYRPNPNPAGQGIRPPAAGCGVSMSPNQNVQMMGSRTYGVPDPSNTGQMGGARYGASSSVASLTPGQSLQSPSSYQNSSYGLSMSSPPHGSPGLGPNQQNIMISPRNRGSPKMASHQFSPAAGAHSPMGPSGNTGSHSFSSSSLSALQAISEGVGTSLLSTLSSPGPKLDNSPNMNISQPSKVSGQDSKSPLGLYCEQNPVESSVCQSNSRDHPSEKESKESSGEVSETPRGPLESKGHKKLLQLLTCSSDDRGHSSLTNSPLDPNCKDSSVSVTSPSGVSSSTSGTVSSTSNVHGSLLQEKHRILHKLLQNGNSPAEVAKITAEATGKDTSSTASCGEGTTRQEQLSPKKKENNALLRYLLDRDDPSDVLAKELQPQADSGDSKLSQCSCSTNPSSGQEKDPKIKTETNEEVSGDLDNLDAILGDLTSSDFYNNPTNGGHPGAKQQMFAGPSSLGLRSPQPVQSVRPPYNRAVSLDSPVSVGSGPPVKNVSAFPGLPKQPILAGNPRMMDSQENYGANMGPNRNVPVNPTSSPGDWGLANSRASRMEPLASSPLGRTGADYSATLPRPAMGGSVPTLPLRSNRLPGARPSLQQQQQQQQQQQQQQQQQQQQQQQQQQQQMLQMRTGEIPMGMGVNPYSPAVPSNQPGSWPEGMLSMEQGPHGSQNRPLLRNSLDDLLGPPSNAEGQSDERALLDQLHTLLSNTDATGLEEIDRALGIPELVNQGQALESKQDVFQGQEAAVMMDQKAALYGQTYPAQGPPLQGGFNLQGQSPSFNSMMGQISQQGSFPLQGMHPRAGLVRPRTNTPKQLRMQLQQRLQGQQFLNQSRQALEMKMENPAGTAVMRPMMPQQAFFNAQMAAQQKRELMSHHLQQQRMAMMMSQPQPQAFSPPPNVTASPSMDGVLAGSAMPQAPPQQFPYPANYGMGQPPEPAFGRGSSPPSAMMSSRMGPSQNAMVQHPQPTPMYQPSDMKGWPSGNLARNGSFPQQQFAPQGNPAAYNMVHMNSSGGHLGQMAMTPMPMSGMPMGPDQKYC
* marks the source's active call; other numbers are inactive results; · = not tested or not shown.

SMILES	IDE cell inh	M18AAP inhibitor	MEKK2 WT-MEK5	NALP1 yeast inh	UBC9 SUMO inh	MEKK2 mut-MEK5	MEKK3 PB1 HTS	IDE cell activ	p-CIP stab down
CC(=O)Nc1cc(S(=O)(=O)Nc2cccc(C)c2)c(C)cc1C	3	0	105	-14	10	7	103	-1	-12
CC(=O)Nc1cccc(-c2csc(N)n2)c1	-5	10	106	5	10	5	105	0	-4
CCOC(=O)c1cnc2c(-c3ccccc3)cnn2c1C	0	0	68	-11	2	-12	70	4	-12
COc1cc(CNCc2cc(OC)ccc2OC)cc(OC)c1	-2	-14	113	2	23	5	105	1	-3
COc1ccccc1N1CCN(Cc2cc(=O)n3ccsc3n2)CC1	2	0	103	-2	2	13	106	5	10
Cc1cc(S(=O)(=O)NCc2ccc(S(N)(=O)=O)cc2)c(C)s1	1	6	90	-10	14	-4	96	3	-26
Cc1ccc(S(=O)(=O)c2c(C)cc(C)nc2N2CCCCC2)cc1	·	3	98	-5	-13	0	102	-3	-4
O=C(NC12CC3CC(CC(C3)C1)C2)C1CCCN1C(=O)NC1CCCCC1 (stereo not given)	0	1	99	39	18	-1	102	3	-7
CC(=O)CCc1ccc2oc(C(=O)O)c(C)c2c1	2	-4	99	17	10	11	100	2	21
COc1ccc(-c2nnc(SCC(=O)Nc3cc(C)on3)o2)cc1	-8	21	104	-3	14	1	108	7	-14
Cc1csc(C(C#N)C(=O)c2ccncc2)n1 (stereo not given)	3	10	·	2	-13	·	·	6	4
COC(=O)CCCc1nc2ccccc2s1	-5	3	112	-6	-7	12	110	4	-11
O=[N+]([O-])c1ccc(S(=O)(=O)N2CCSC2c2ccco2)cc1 (stereo not given)	3	1	105	-13	16	8	100	-1	-6
CC(C)c1ccc(NC(=O)C2CC(=O)Nc3nc4ccccc4n32)cc1 (stereo not given)	-5	1	98	·	27	-6	96	-3	-4
O=C(Nc1ccccc1)Nc1ccc(C(F)(F)F)cn1	-5	-2	101	-3	3	1	104	6	5
O=C(NCc1ccccn1)C1CCCN(S(=O)(=O)c2cccc3nsnc23)C1 (stereo not given)	6	-8	106	32*	-30	3	104	0	8
Cn1c(=O)[nH]c(=O)c2c1nc(N1CCN(Cc3ccccc3)CC1)n2CCCc1ccccc1	4	5	100	11	2	-1	101	-3	0
COc1ccccc1-c1c(C#N)c(N)nc2c1CCc1ccccc1-2	4	1	94	11	98*	-2	100	-9	-17
O=C1c2ccccc2CN1CCNC(=S)NC1CCCCC1	9	-14	98	0	2	-2	103	-4	8
CCC(C)(C)NC(=O)C(c1ccncc1)N(Cc1cccs1)C(=O)Cn1nnc2ccccc21 (stereo not given)	-2	1	102	17	16	3	100	-7	3
CCCc1n[nH]c2c1/C(=N\OCC)CC(C)(C)C2	-3	-10	88	14	19	-18	91	5	-11
C=C(C)C1CC=C(C)/C(=N/NC(=O)CCCNc2cccc(C)c2)C1 (stereo not given)	0	3	96	-5	-13	-4	97	3	-12
Cc1nnsc1S(=O)(=O)Cc1ccccc1C(F)(F)F	3	-1	100	-22	4	-2	100	4	4
Cc1ccccc1OCC(=O)OCC(=O)c1ccc(-c2ccccc2)cc1	3	1	104	10	-17	0	125	1	5
CCOC(=O)C1CCN(S(=O)(=O)c2nc3nc(C)cc(C)n3n2)CC1	5	-2	116	7	7	8	108	5	-9
O=c1c2ccccc2nc(SCc2cn3ccsc3n2)n1-c1ccccc1F	15	2	95	15	5	-6	91	-5	-8
COC(=O)C1=C(C(=O)OC)[C@@H]2N(Cc3ccccc3)c3ccccc3[C@@]23C[C@@H](C(=O)OC)N(C(=O)c2cc(C)oc2C)C3=N1	-6	·	99	·	·	-1	99	-6	·
COc1ccc(CNC(=O)C2CCCN2C(=O)NC2CCCCC2)cc1 (stereo not given)	1	-2	106	16	24	2	107	-3	-10
Nc1nc(NCC(=O)O)nc(NCc2ccccc2)c1[N+](=O)[O-]	0	0	101	2	-3	-1	104	-2	6
CC(C)CCCN1C(Nc2ccccc2)=NC[C@@H]1CC(C)C	2	5	111	8	-4	10	101	4	-6
COc1ccc(-n2c(C)cc(/C=N/Nc3nc(N4CCOCC4)nc(N4CCOCC4)n3)c2C)cc1	9	4	106	16	5	-2	104	3	6
CCN=C1SC(CC(=O)NC2CCCCC2)C(=O)N1CC (stereo not given)	-4	-5	100	11	2	-5	100	1	-16
O=C(Nc1ccccc1C(=O)NCc1ccccc1)C1=CSCCO1	-2	-2	103	11	8	2	99	3	-8
COc1ccc(-c2cc(C(F)(F)F)nc(SCC(=O)Nc3sc4c(c3C#N)CCC4)n2)cc1	3	-5	97	26	4	1	107	9	-2
c1ccc(NNC2=NCCS2)cc1	3	26	108	5	9	9	107	2	2
Cc1nn(-c2ccccc2)c(N)c1N=Nc1ccccc1	-3	5	108	19	-10	-4	103	2	3
COc1ccc(-n2c(C)ccc2C)c([N+](=O)[O-])c1	-1	0	98	-4	9	-3	99	5	-1
C/C(=N/NC(=O)c1cccc(N2CCCC2=O)c1)c1ccc(Br)cc1	0	0	105	12	11	0	101	0	-16
O=C(Cn1cnc2ccccc21)Nc1cc(C(F)(F)F)ccc1N1CCOCC1	0	4	117	-4	11	5	119	2	-3
CN1CCN(c2ccc([N+](=O)[O-])cc2NC(=O)c2ccccc2)CC1	-3	5	108	11	4	5	105	6	-18

2 entries from above, reformatted.
Values run as follows: IDE cell inh | M18AAP inhibitor | MEKK2 WT-MEK5 | NALP1 yeast inh | UBC9 SUMO inh | MEKK2 mut-MEK5 | MEKK3 PB1 HTS | IDE cell activ | p-CIP stab down
> CC(C)c1ccc(NC(=O)C2CC(=O)Nc3nc4ccccc4n32)cc1 (stereo not given)
→ -5 | 1 | 98 | · | 27 | -6 | 96 | -3 | -4
> CCC(C)(C)NC(=O)C(c1ccncc1)N(Cc1cccs1)C(=O)Cn1nnc2ccccc21 (stereo not given)
→ -2 | 1 | 102 | 17 | 16 | 3 | 100 | -7 | 3

(continued)
SMILES	IDE cell inh	M18AAP inhibitor	MEKK2 WT-MEK5	NALP1 yeast inh	UBC9 SUMO inh	MEKK2 mut-MEK5	MEKK3 PB1 HTS	IDE cell activ	p-CIP stab down
O=C(NCc1ccccc1Cl)c1cccc(OC2CCN(C(=O)C3CC3)CC2)c1	1	3	105	12	5	8	108	0	-14
COC(=O)c1ccccc1NC(=O)N1CCc2ccc(NC(=O)c3ccccn3)cc2C1	-1	-15	95	24	10	-5	97	4	-11
O=C(c1ccc(Cl)c(S(=O)(=O)NCc2ccco2)c1)N1CCN(c2ccc(F)cc2)CC1	6	-9	107	3	22	10	103	-6	-11
CCOc1ccc(Cn2nnc(C(=O)Nc3cc(C)cc(C)c3)c2N)cc1	-1	-3	98	20	14	2	103	0	-20
Cc1cc(=O)oc(C)c1C(=O)OCC(=O)c1ccc2ccccc2c1	2	-9	95	-3	12	-1	102	0	5
O=C1/C(=C/c2ccc3c(c2)OCO3)Oc2cc(OCC(=O)N3CC(O)C[C@H]3C(=O)O)ccc21 (stereo not given in full)	4	13	104	5	17	3	104	0	-13
OCCC1CN(CC#Cc2ccccc2)CCN1C1CCCC1 (stereo not given)	-3	-9	110	-12	9	-7	108	-1	1
CN1CCN(CC(=O)N2CCn3c4c(c5cc(C6CCCCC6)ccc53)CCCC42)CC1 (stereo not given)	-3	5	253*	22	22	84*	112	5	-7
CC(CN1CCCC1)OC(=O)c1ccc(F)cc1 (stereo not given)	-5	0	110	1	13	3	107	3	-8
Cc1cccc(/C=N/NC(=O)c2ccccc2OCc2cccc(Br)c2)n1	4	7	92	-4	-9	-6	102	-1	-7

Sorted by value in MEKK2 WT-MEK5 (high to low): 4 of the compounds above
Molecule	MEKK2 WT-MEK5
O=C(c1ccc(Cl)c(S(=O)(=O)NCc2ccco2)c1)N1CCN(c2ccc(F)cc2)CC1	107
O=C(NCc1ccccc1Cl)c1cccc(OC2CCN(C(=O)C3CC3)CC2)c1	105
CCOc1ccc(Cn2nnc(C(=O)Nc3cc(C)cc(C)c3)c2N)cc1	98
Cc1cccc(/C=N/NC(=O)c2ccccc2OCc2cccc(Br)c2)n1	92

Other results follow.
SMILES	IDE cell inh	M18AAP inhibitor	MEKK2 WT-MEK5	NALP1 yeast inh	UBC9 SUMO inh	MEKK2 mut-MEK5	MEKK3 PB1 HTS	IDE cell activ	p-CIP stab down
Cc1sc2ncnc(N=Nc3c(O)[nH]c4ccccc34)c2c1C	9	-5	100	12	-2	11	101	4	-13
CCCC(=O)c1ccc(N2CCCC2)c(F)c1	-2	-5	102	-121	6	3	109	2	0
CC1CCCC(C)N1/N=C/c1ccc(C#N)cc1 (stereo not given)	10	-2	99	15	-14	-7	104	1	3
CC(NS(=O)(=O)c1ccc(Br)s1)c1ccccc1 (stereo not given)	4	1	102	6	-10	7	102	2	-7
CCN1CCN(c2nc(-c3ccccc3Cl)nc3ccccc23)CC1	6	4	111	15	4	11	106	0	1
CCCN1CCN(S(=O)(=O)c2cn(C)nc2C)CC1	0	-1	105	17	-5	2	102	6	-4
CC(=O)c1ccc(N2CCN(S(=O)(=O)c3ccc4c(c3)CC(=O)N4C)CC2)cc1	-5	-9	99	0	28	5	99	5	-7
O=C(O)CSC1c2ccccc2C(=O)N1Cc1ccccc1 (stereo not given)	4	-2	105	26	-18	7	101	7	-2
Cc1ccc(C(=O)Nc2ccc3c(c2)OCO3)cc1NC(=O)c1ccco1	-1	1	97	8	9	-2	81	-1	2
Cc1ccccc1OC(=O)Cn1c(C(F)(F)F)nc2ccccc21	10	7	·	0	6	·	·	3	3
O=C(NNC(=O)c1cccnc1)Nc1ccc(Cl)c(Cl)c1	-2	11	100	-10	2	2	96	1	12
CC(=O)Nc1cc(C(=O)OCC(=O)c2ccc(C)cc2)ccc1C	2	-1	104	15	-6	1	103	-2	-5
CN(C)CCNc1oc(COc2ccc(-c3ccccc3)cc2)nc1C#N	2	-5	150*	-2	6	34	106	-14	-17
CC1Oc2ccccc2C=C1/C=N/NC(=O)c1ccncc1 (stereo not given)	4	3	103	-12	18	4	106	6	0
C[C@]12C(=O)N(c3ccc(C(F)(F)F)cc3)C(=O)N1[C@@H]1c3ccccc3OC[C@@H]1[C@H]2c1ccccc1	6	-1	91	19	10	-6	98	-1	-7
O=C(CN(CC1CCCO1)S(=O)(=O)c1ccc(S(=O)(=O)NC2CC2)cc1)Nc1ccccc1 (stereo not given)	-3	-6	99	34	-22	8	100	5	6
COc1ccc(Br)cc1CN(C)CC(=O)Nc1cccc(S(N)(=O)=O)c1	3	-11	101	-3	-15	-3	107	4	10
COc1ccc(/C=C2\CCCC(C(=O)C(F)(F)F)=C2O)cc1OC	2	6	108	16	16	7	111	·	7
COc1ccc(CN2CCn3nc(C(=O)NC4CC4)cc3C2=O)cc1	-2	-9	97	14	14	-7	96	6	-9
Cc1cc(C)c2nc(-n3nc(C)cc3N)cc(C)c2c1	5	-8	95	4	9	-5	99	-3	-3
CCN(CC)C(=S)NC(=O)c1ccc(F)cc1	1	-3	92	13	10	-2	94	4	5
Cc1ccc(S(=O)(=O)N=S(CCO)CCO)cc1	-5	-7	109	19	-2	3	110	6	-16
Cc1ccc(CCNC(=O)C2CCN(S(=O)(=O)c3c(C)nn(C)c3C)CC2)cc1	6	-13	114	34	-3	5	99	3	-7
Cc1ccccc1NC(=O)CCCn1nc(C)c2c(C)n(-c3ccccc3)nc2c1=O	-2	1	96	1	12	1	95	0	-5
COc1ccc(/C=N/NC(=O)C2C(=O)NCC2c2ccccc2)c(OC)c1 (stereo not given)	1	4	89	22	10	-4	86	1	-8

Bioassay records as filed in PubChem.

An excerpt, so the mix of outcomes need not match the whole.
